# Assay outcomes as filed in PubChem.
# MEX-5 binding = C. elegans MEX-5 TCR-2 RNA binding activity | Q9XUB2 | MEX-5/FITC-TCR2 RNA binding, fluorescence polarization; stronger effect = lower value | activity score (negative = inhibition of binding), % at 10 µM | 300,000 tested, 0.38% active | AID 1832;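 active = inhibition past about -25% in most replicates, and total fluorescence under double the plate's negative control median, limit read from the data; inconclusive = replicates evenly split on the limit, or fluorescence at least double controls; inactive = too little inhibition in most replicates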;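 note: 0% = DMSO and -100% = 5 µM competing unlabeled TCR2 RNA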
# Efflux pump mplx = blocks antifungal efflux pumps in multiplex yeast assay | inhibition, % at 10 µM | 330,000 tested, 0.44% active | S. cerevisiae Candida pump triplex, Nile Red efflux;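 active = plate passing quality check with inhibition over a set limit, or well fluorescence over plate mean plus 4 SD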;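 note: Nile Red retained in pooled yeast measured as flow cytometry median fluorescence; 0% = buffer negative control and 100% = Enniatin B positive control; higher means more Nile Red kept so more efflux inhibition; some compounds called inactive have numbers as strong as hits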
# VLA-4 inh = inhibition in a human VLA-4 binding assay | P13612 | VLA-4 expressing cells, ligand binding flow cytometry | inhibition, % (about 7 µM as worked out from the volumes in the protocol) | 330,000 tested, 0.2% active | AID 2557; in the data active = inhibition above about 50%
# Target sequence (P13612 whole entry, looked up): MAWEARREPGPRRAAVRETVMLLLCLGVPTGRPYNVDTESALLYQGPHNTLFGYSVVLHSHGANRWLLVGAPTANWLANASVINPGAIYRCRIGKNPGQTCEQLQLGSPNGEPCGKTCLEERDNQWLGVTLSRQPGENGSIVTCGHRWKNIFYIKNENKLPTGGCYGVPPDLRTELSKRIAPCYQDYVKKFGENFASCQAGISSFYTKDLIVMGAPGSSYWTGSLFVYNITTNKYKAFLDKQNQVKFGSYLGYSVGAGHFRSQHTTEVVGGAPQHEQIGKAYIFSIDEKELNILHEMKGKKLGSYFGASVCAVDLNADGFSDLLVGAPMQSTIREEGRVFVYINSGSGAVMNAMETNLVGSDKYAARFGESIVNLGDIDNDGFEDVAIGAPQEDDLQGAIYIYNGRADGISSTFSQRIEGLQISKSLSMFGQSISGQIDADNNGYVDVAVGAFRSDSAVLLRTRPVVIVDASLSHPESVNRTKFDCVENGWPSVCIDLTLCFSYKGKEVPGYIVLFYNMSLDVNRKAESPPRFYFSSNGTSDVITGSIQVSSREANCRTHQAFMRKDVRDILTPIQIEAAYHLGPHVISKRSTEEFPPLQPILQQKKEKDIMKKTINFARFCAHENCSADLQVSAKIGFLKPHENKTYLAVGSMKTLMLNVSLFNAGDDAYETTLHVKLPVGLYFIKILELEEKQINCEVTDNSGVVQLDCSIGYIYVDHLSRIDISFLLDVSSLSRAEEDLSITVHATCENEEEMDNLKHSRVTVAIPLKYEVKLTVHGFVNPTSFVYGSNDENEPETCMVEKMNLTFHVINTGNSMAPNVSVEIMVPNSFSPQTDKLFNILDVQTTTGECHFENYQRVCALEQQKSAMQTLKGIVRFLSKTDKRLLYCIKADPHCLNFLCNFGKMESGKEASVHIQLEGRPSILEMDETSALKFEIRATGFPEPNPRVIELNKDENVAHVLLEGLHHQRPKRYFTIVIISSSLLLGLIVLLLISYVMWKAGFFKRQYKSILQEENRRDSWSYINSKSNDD
# GLD-1 RNA inh = GLD-1-TGE RNA interaction inhibition (C. elegans); purified GLD-1 + fluorescein TGE RNA, fluorescence polarization; Q17339; inhibition, % at 5.96 µM; 320,000 tested, 0.44% active; AID 2280;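 active = percent inhibition above a per-plate cutoff, the plate mean of test compounds plus 3 SD, cut at about 30% in these data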;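 note: 0% = DMSO wells with GLD-1 and probe and 100% = wells lacking GLD-1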
# MCL1 BIM primary = MCL1-BIM-BH3 interaction inhibition (human) | inhibition, % at 10.9 µM | 320,000 tested, 0.68% active | GST-MCL1 / FITC-Bim-BH3 fluorescence polarization | AID 2057 | Q07820;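 active = inhibition above the mean inhibition of all tested compounds plus 3 SD, set per campaign, cut at about 40% in these data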;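 note: 0% = DMSO wells and 100% = unlabeled Bim-BH3 peptide control; higher means more loss of mP so more displacement of Bim peptide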
# Fam108B counter = Fam108B inhibition, counter-screen for RBBP9 inhibitors | recombinant Fam108B, FP-Rh probe fluorescence polarization | inhibition, % at 9.51 µM | 300,000 tested, 0.33% active;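 active = inhibition above the screen mean inhibition plus 3 SD, computed separately per campaign, cut at about 18% in these data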;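 note: inhibitors lower polarization as less probe binds the enzyme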
# BCLXL inh = inhibitors of human Bcl-xL. 320,000 tested, 0.7% active. inhibition, % at 10.9 µM. GST-Bcl-xL / FITC-Bim BH3 peptide fluorescence polarization. Q07817;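 active = inhibition above the mean of all tested compounds plus 3 SD, cutoff set per campaign, cut at about 30% in these data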;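 note: 0% = DMSO wells and 100% = unlabeled Bim-BH3 peptide competitor; inhibitors lower millipolarization by displacing the labeled peptide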
# GRK2 aptamer HTS = human GRK2 inhibition via aptamer displacement; P25098; bead flow cytometry, FAM-aptamer displacement from GRK2; inhibition of aptamer binding, % at 10 µM; 330,000 tested, 0.59% active;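 active = inhibition of aptamer binding above 40%, roughly 3 SD of noise, on plates passing a quality check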;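 note: median bead fluorescence of bound FAM aptamer so fluorescent compounds give negative values; no value below 0 was filed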
# PME-1 primary = blocks human protein phosphatase methylesterase 1. Q9Y570. recombinant PME-1, FP-Rh probe fluorescence polarization. inhibition, % at 5.9 µM. 320,000 tested, 0.53% active. AID 2130;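 active = inhibition above the campaign mean of all compounds plus 3 SD, cut at about 26% in these data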;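 note: competitive labeling of PME-1 active site by serine hydrolase directed probe; 0% = PME-1 with DMSO and 100% = wells lacking PME-1 enzyme; inhibitors block probe labeling so polarization falls and inhibition rises; many of its hits are not listed in these tables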
# Starred values were filed as active, the others as inactive; i = inactive; ? = inconclusive; nt = no result given. This is a subset (hit frequency here may not be typical).
SMILES,MEX-5 binding,Efflux pump mplx,VLA-4 inh,GLD-1 RNA inh,MCL1 BIM primary,Fam108B counter,BCLXL inh,GRK2 aptamer HTS,PME-1 primary
CCN(CC)S(=O)(=O)c1cccc(C(=O)Nc2nc3cc4c(cc3s2)OCCO4)c1,0.0,0.0,0,10,4,-2,6,1,-13
CC(C)C[C@H]1COCCS(=O)(=O)N1Cc1cccc(C(F)(F)F)c1,-1.3,0.3,-9,-4,3,2,5,0,-4
O=c1c2cc(NC(=S)NCCCN3CCC(Cc4ccccc4)CC3)ccc2nc2n1CCCCC2,1.5,-0.2,7,-6,5,4,7,0,-1
COc1ccc2c(c1)CCC1C2=NN(/C(C)=C/C(C)=O)C1c1cccc(F)c1 (stereo not drawn),4.0,0.0,-20,0,-7,4,-2,0,-5
Cc1cc(C)c(S(=O)(=O)N(C)CC(=O)NCCN2CCOCC2)c(C)c1,-1.1,0.1,9,1,-1,5,2,3,-3
S=c1[nH]nc(CCc2nc3ccccc3[nH]2)n1-c1cccc(Cl)c1,1.1,0.0,-7,4,-19,-4,-24,0,2
C[C@H](CO)N1C[C@H](C)[C@@H](CN(C)Cc2ccncc2)Oc2ccc(NC(=O)CCCCCC(=O)Nc3ccccc3N)cc2C1=O,nt,-0.1,-9,3,nt,nt,nt,0,nt
Cn1cnc([N+](=O)[O-])c1Sc1ccc(Br)cc1,1.8,0.2,-4,3,9,-3,6,3,-1
COc1ccc(C)cc1S(=O)(=O)N(CC(=O)NCc1ccc(Cl)cc1)Cc1ccccc1,1.9,-0.1,0,5,-2,-5,2,1,5
O=C(COc1ccc2c3c(c(=O)oc2c1)CCC3)N[C@@H](CSCc1ccccc1)C(=O)O,1.5,-0.1,11,5,10,1,8,0,-2
Clc1ccc(OCCCNCc2ccccc2)c2ccccc12,0.2,0.3,-6,4,0,-2,0,0,-2
Cn1c(=O)n(Cc2ccccc2F)c2ccccc21,0.5,0.1,7,3,-2,5,6,0,-2
CCOCCOc1cccc(C(=O)NC(C)c2ccc3ccccc3c2)c1 (stereo not drawn),-4.5,0.1,2,10,1,1,-1,1,1
CC1(C(=O)O)CCC(C(N)=O)C1(C)C (stereo not drawn),0.0,0.0,1,-1,3,0,2,4,5
CCCCC1=CC2=CC(=O)C(C)(OC(=O)CC)C(=O)C2=CN1CCCCO (stereo not drawn),-7.6,-0.1,0,10,18,3,15,0,4
CCOC(=O)c1cnc2ccc(Cl)cc2c1Nc1ccc(S(=O)(=O)Nc2ncccn2)cc1,-1.9,0.1,-8,3,8,3,4,3,5
O=C(Nc1ccccc1)C1CCN(C(=O)c2ccc(Br)cc2)CC1,0.9,0.0,10,10,-5,-1,2,3,-11
O=C(CNC(=O)c1ccc(Cl)cc1)OCc1nc2ccccc2s1,0.8,0.0,-4,3,-1,0,2,2,3
CCN(CC)c1ccc(/C=N/N=C(N)N)c(O)c1,0.9,-0.2,40,-18,-6,2,-15,1,0
CCOc1ccc(-c2c(C)n([O-])c3c([n+]2=O)CCCC3)cc1,-2.1,0.0,15,4,7,3,8,2,-2
COc1cccc(CNC(=O)CN2C(=O)COc3ccc(S(=O)(=O)N4CCCCC4)cc32)c1,0.9,0.1,7,0,-2,-5,1,4,4
O=C(NCc1ccco1)/C(=C\C=C\c1ccccc1)NC(=O)c1ccccc1Br,0.6,0.0,19,-1,9,1,4,0,4
CCC(=O)Nc1cccc(-c2cnc3ccccc3n2)c1,-0.8,0.0,8,1,3,-4,2,3,3
COC(=O)C1C(=O)C2=C(CC1C)Nc1ccccc1NC2c1ccc(C)s1 (stereo not drawn),-1.1,0.1,17,-10,4,-1,-8,0,2
O=C(c1ccccc1[N+](=O)[O-])N1CC2C3C=CC(C3)C2C1 (stereo not drawn),-3.6,0.0,3,8,4,-5,0,2,-7
Brc1ccc(-c2noc(CCc3ccccc3)n2)cc1,1.9,-0.1,7,-4,0,0,3,1,6
O=C(NNC(=O)C12CC3CC(CC(Cl)(C3)C1)C2)c1csc(N2CCOCC2)n1,-5.3,-0.1,2,-2,7,3,2,0,2
CC1(C)CC(C)(O)P(=O)(c2ccccc2)O1 (stereo not drawn),nt,-0.1,6,6,-3,4,2,2,-3
CC(C)C[C@H](NC(=O)NC(C)C)C(=O)O,2.3,0.1,8,5,1,3,7,19,2
COc1ccc(N2CCN(C(=O)COC(=O)c3c(-c4ccccc4)noc3C)CC2)cc1,nt,0.0,-3,-2,3,nt,1,4,6
Cc1cc([N+](=O)[O-])nn1CCCC(=O)Nc1cc(Oc2ccccc2)cc([N+](=O)[O-])c1,1.4,-0.1,6,-1,9,-2,4,2,5
Cc1ccc(S(=O)(=O)N2CCC(C(=O)NCCCn3ccnc3)CC2)cc1,0.1,-0.5,6,3,-3,-3,-1,2,1
CC1Cc2ccccc2N1C(=O)c1cnsn1 (stereo not drawn),-0.1,0.1,12,4,8,1,0,3,-1
COc1ccc2c(c1)OC[C@H]1[C@H]2N2C(=O)CNC(=O)[C@@]2(C)[C@H]1c1ccccc1,nt,-0.2,3,2,nt,nt,nt,9,nt
CCS(=O)(=O)N1CCN(C(=O)c2ccccc2)CC1,0.7,-0.1,2,1,9,-2,3,0,5
CCOC(=O)c1ccc(CSc2nnc(C)n2N)o1,1.8,-0.1,-6,-2,1,-2,7,0,-4
COc1ccc(-c2cc(=O)c3cc(O)ccc3o2)cc1,0.0,0.5,-12,3,-2,-4,1,1,-15
COc1ccc(N=C(C)c2sc3ccccc3c2O)cc1,?,-0.1,-3,-104,-58,-1,-31,2,6
C=CCn1c(C)cc(-c2csc(N)n2)c1C,-0.8,-0.2,-2,8,5,6,8,0,4
Cc1nc2c(cnn2-c2ccccc2Cl)c(=O)n1-c1ccc(C(C)C)cc1,2.0,-0.1,6,0,5,0,5,0,9
COc1ccc(S(=O)(=O)N(C)CC(=O)Nc2ccccc2C(F)(F)F)cc1Cl,0.2,0.0,9,4,2,4,4,0,0
O=c1c2ccccc2ncn1CCOCCOc1cccc(Br)c1,0.6,0.2,7,10,3,4,-1,0,1
O=C(Nc1cccc(-c2cnc3ccccc3n2)c1)c1ccccc1,-0.7,-0.2,2,1,7,-9,2,0,1
Cc1cccc(C(CC(=O)O)n2cccc2)c1 (stereo not drawn),0.9,0.1,10,7,6,2,4,0,-2
c1cc2c3c(cccc3c1)C(N1CCCCC1)=N2,-18,-0.2,7,30,27,1,27,1,3
CCOc1ccc(Nc2cc(C)nc3nc(C)nn23)cc1,-0.9,-0.1,4,6,5,4,6,5,-2
COc1cc(C)ccc1OCC(=O)Nc1ccccc1N1CCOCC1,nt,0.1,8,5,3,nt,3,0,2
O=C(/C=C/c1ccccc1)NCC(=O)N/N=C\c1cccnc1,0.6,0.0,-7,-3,0,3,2,4,2
COc1ccc(NC(=O)c2sccc2OS(=O)(=O)N(C)C)cc1,0.9,-0.1,4,4,0,0,3,0,3
Fc1ccccc1-c1nc2ccccc2[nH]1,2.2,-0.1,-1,3,7,-4,-1,2,-8
O=C1c2ccccc2NC(c2ccc(-c3ccc(Br)cc3)o2)N1O (stereo not drawn),1.1,0.0,12,1,9,-3,0,0,0
O=c1oc(-c2cccs2)nc2ccc(Br)cc12,0.0,0.1,1,-6,-4,-11,4,3,-10
COc1ccc(CCNC(=O)C2CCN(S(=O)(=O)c3cc(OC)ccc3OC)CC2)cc1,0.3,0.2,8,-8,-7,2,2,3,-2
Cc1cc2nc(-c3cccnc3SCC(=O)NCc3ccco3)[nH]c2cc1C,0.0,0.0,-4,8,25,-4,13,3,-7
O=C(c1ccc(N2CCCC2=O)cc1)N1CCN(c2ccc(Cl)cc2)CC1,4.0,-0.1,-2,9,0,-3,3,0,2
CC1C/C(=C/c2ccccn2)C(=O)/C(=C/c2ccccn2)C1 (stereo not drawn),-5.4,-0.1,10,4,1,-1,7,0,1
O=C(O)CCn1c(SCCc2ccccc2)nc2ccccc21,nt,-0.1,22,-3,-4,0,-5,1,-1
CN(C)/C=N/c1cc(=O)n(Cc2ccccc2)c(=O)n1C,5.2,-0.2,1,4,3,4,5,5,-2
Cc1ccc(NC(=O)c2c(C(=O)Nc3ccccc3)sc3nc(C)cc(=O)n23)cc1,0.2,0.0,5,0,1,-12,4,0,-3
Cn1c(=O)n(C)c2cc(NC(=O)c3ccc(F)cc3)c(Br)cc21,-1.2,0.5,17,0,-12,-5,-6,3,1

# Additional structures:
SMILES,MEX-5 binding,Efflux pump mplx,VLA-4 inh,GLD-1 RNA inh,MCL1 BIM primary,Fam108B counter,BCLXL inh,GRK2 aptamer HTS,PME-1 primary
CC(=O)Nc1cccc(NC(=O)CSc2nccn2Cc2ccccc2)c1,0.0,-0.1,18,-6,-5,1,-5,0,0
O=C(CN1CCC(n2nnc3cc(C(F)(F)F)ccc32)CC1)NCc1cccs1,0.1,0.0,-8,-1,6,0,10,1,21
CN(C)CCCOc1cccc(Cl)c1,1.7,0.1,-11,-4,2,2,4,0,-1
O=C1NC(=O)/C(=C/c2ccccc2Oc2ccc(Cl)cc2)S1,0.4,0.0,6,6,7,-5,5,4,-15
O=S(=O)(c1ccc(Cl)cc1)N1CCc2ccccc21,8.5,0.6,i,-2,-2,3,-2,2,5
FC(F)(F)c1nnc2c(Sc3ccc(Cl)cc3)nc3ccccc3n12,0.2,-0.3,30,5,-1,1,-1,1,1
Cc1cccc(C(=O)NCC(=O)NC2CCN(Cc3ccccc3)CC2)c1,-5.2,0.2,-6,7,3,0,4,0,-5
O=C(N/N=C/c1cccc(OCc2ccccc2)c1)c1ccc(Br)cc1,1.3,-0.1,-4,2,-8,0,-1,0,-4
C=CCN=C1NN=C(c2ccc3c(c2)OCCO3)CS1,0.2,-0.1,-10,-8,11,0,4,0,4
Cc1ccc(S(=O)(=O)Nc2cc3c4c(c2)C(C)C(=O)N4CCC3)cc1 (stereo not drawn),-1.4,0.5,8,8,15,-1,13,0,-1
NS(=O)(=O)c1ccc(NC(=O)COC(=O)Cn2cnc3ccccc3c2=O)cc1,nt,-0.1,-14,-8,nt,nt,nt,0,nt
COCc1c(C(=O)NCCc2ccc(OC(F)F)cc2)oc2ccccc12,nt,0.1,3,6,nt,nt,nt,7,nt
CCN(CC)S(=O)(=O)c1cccc(NC(=O)CCNC(=O)c2ccc([N+](=O)[O-])cc2)c1,-0.5,-0.1,3,3,-6,1,0,0,9
CC(=O)c1c(C)[nH]c(C(=O)N2c3ccccc3CC2C)c1C (stereo not drawn),0.6,-0.1,-11,-4,2,2,5,2,7
CCOc1ccc(NS(=O)(=O)c2ccc3[nH]cc(C(=O)NCC4CCCO4)c(=O)c3c2)cc1 (stereo not drawn),-1.3,0.1,-12,6,-2,-4,2,24,-2
CN1CCN(c2ccncc2S(=O)(=O)N2CCCCC2)CC1,1.0,0.1,-14,5,0,0,6,0,-3
C=CCn1c(Cc2c[nH]c3ccccc23)nnc1SCC(=O)NCc1ccccc1,-0.4,0.0,6,1,-1,-2,-2,0,4
COc1ccc(S(=O)(=O)N2CCOCC2)cc1NC(=O)Cc1ccsc1,nt,-0.1,-2,1,nt,nt,nt,0,nt
